Screening results as filed in PubChem.
Wnt act: Wnt/beta-catenin pathway activation; Wnt/beta-catenin reporter cell assay, activator, plate reader; activation, % at 9.35 µM; 1.2% of 300,000 active; AID 743398; in the data active means activation above about 30%, passing the limit was not always enough; inconclusive means no clear call, values can overlap the other calls;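 further: 0% = neutral control wells and 100% = positive control wells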
PvdQ acylase: P. aeruginosa PvdQ acylase inhibition | AID 488965 | inhibition, % at 10 µM | 0.063% of 340,000 active | purified PvdQ acylase, fluorescence plate reader; in the data active means inhibition above about 30%, passing the limit was not always enough; inconclusive means no clear call, values can overlap the other calls;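 further: 0% = vehicle neutral wells and 100% = reference inhibitor wells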
HTR5A ag: HTR5A agonism, opioid heterodimer counter-screen; HTR5A agonist assay, luminescence, cell-based; AID 504692; P47898; activation, % at 9.3 µM; 0.61% of 340,000 active; in the data active means activation mostly above about 9.5%, no sharp cut-off; inactive means mostly below about 7.6%;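 further: 0% = cells with vehicle only and 100% = reference agonist; strong numbers were not always called active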
MITF TRPM1 HTS: increases MITF-driven TRPM1 promoter luciferase signal; AID 588334; 0.75% of 300,000 active; SK-MEL-5 TRPM1-promoter luciferase, 24 h; % of positive control, neutral wells = 0; activation, % at 12.5 µM;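 active means mean activation of at least 80% with every replicate also reaching 80%; inconclusive means mean reaches 80% but some replicate falls short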;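 further: 0% = neutral control wells and 100% = parthenolide positive control wells; values of inactives mirror those of a sister screen read the other way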
CDK5 inh: inhibitors of human CDK5/p35 kinase | Q00535+Q15078 | Recombinant CDK5/p35, ADP-Glo luminescence, 60 min | inhibition, % at 10 µM | 0.01% of 330,000 active;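 active means highest replicate inhibition of at least 50% and at least 75% of replicates reaching 50%; inconclusive means only one of the two criteria met; inactive means both criteria failed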;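 further: plate controls were DMSO neutral control for no effect and GW8510 at 10 µM for full effect; many of its hits are not listed in these tables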
Target sequence (Q00535 whole entry, looked up): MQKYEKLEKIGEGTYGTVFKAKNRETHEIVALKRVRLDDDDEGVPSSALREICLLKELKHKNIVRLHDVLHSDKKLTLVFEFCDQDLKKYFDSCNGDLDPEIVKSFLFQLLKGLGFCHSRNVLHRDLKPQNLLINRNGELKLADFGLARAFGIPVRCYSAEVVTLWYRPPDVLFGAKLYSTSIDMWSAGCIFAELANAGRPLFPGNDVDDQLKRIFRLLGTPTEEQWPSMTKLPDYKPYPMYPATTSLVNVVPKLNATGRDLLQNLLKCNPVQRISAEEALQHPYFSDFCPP
Target sequence (Q15078 whole entry, looked up): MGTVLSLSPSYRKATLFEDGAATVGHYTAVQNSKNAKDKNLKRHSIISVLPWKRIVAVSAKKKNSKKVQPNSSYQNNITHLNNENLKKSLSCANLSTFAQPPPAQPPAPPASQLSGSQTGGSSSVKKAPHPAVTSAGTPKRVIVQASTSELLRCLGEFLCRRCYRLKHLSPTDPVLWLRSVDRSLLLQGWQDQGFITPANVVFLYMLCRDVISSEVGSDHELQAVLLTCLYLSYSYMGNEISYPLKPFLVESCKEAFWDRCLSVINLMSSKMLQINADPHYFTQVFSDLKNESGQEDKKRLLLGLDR
cardiac RTF act: increases calcium sensitivity of human cardiac regulated thin filaments; 0.24% of 340,000 active; activation, % at 7.2 µM; IANBD-labeled TnC RTF fluorescence at EC20 calcium; 0% EC20 calcium, 100% full calcium; P19429+P45379;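 active means activation above the mean over all tested compounds plus 3 SD, cut at about 30% in these data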;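 further: rise in fluorescence read as greater calcium sensitivity of cardiac thin filaments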
dFosB activator: enhances mouse delta FosB homodimer DNA binding. 0.99% of 340,000 active. activation, % at 25 µM. P13346. purified delta FosB, TAMRA-CDK5 oligo fluorescence polarization; percent of positive-control signal above neutral wells. AID 493131;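 active means mean activation above about 17%, with every replicate also reaching it, limit read from the data, passing the limit was not always enough; inconclusive means only one of the two conditions met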;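 further: fluorescence polarization rise as delta FosB binds a TAMRA Cdk5 AP-1 oligo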
Target sequence (P13346 whole entry, looked up): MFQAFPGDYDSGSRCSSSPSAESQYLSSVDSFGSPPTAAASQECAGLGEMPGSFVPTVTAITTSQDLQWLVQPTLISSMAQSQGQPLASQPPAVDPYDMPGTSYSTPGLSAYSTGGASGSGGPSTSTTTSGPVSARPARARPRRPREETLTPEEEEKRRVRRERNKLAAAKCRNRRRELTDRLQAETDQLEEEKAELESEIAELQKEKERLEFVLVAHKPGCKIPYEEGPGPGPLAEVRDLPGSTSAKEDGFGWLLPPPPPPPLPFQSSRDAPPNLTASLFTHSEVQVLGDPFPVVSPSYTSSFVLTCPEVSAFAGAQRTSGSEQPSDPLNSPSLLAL
SR-BI DiI-HDL act: activators of SR-BI mediated HDL lipid uptake; 0.096% of 320,000 active; CHO ldlA[mSR-BI] cells, DiI-HDL uptake fluorescence, 3 h; 100 = double the neutral-control signal; AID 504775; activation, % at 12.5 µM;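 active means mean replicate activation of at least 60% and every replicate at or above 60%; inconclusive means mean or all-replicate condition met, but not both; inactive means mean below 60% and not all replicates reaching 60%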;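 further: 0% = median plate neutral-control signal and 100% = twice that signal; values of inactives mirror those of a sister screen read the other way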
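Material: SR-BI-overexpressing, LDLR-lacking CHO cells | Dosing: Single compound concentration, delivered by pin transfer | Probe or stimulus: Labelled HDL, 10 µg/mL | Signal: Bottom-read cell fluorescence after medium removal, ex 550/em 595 nm | Schedule: 3 h, 37 °C | Evaluation: HDL uptake via cellular fluorescence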
SR-BI DiI inh: mouse SR-BI HDL lipid transfer inhibition | Q61009 | ldlA[mSR-BI] CHO cells, DiI-HDL uptake fluorescence, 3 h | inhibition, % at 12.5 µM | 0.96% of 320,000 active;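 active means mean replicate inhibition of at least 70% and a set share of replicates each scoring 70 or more; inconclusive means meets just one of the two criteria; inactive means fails both criteria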;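 further: 0% = median of neutral control wells and 100% = median of positive control wells; values of inactives mirror those of a sister screen read the other way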
Rtt109 Vps75: C. albicans Rtt109 histone acetyltransferase inhibition; Q5AAJ8; purified Rtt109/Vps75, ThioGlo CoA-SH fluorescence, 4 h; inhibition, % at 34.9 µM; 0.16% of 330,000 active; AID 540336;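 active means inhibition of at least 50% in every replicate; inconclusive means best replicate reaches 50% inhibition but some replicates fall short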
* marks the source's active call; other numbers are inactive results; ? = inconclusive; nt = no result given. The order is random; 4.4% or so of the library scored in one or more.

SMILES	Wnt act	PvdQ acylase	HTR5A ag	MITF TRPM1 HTS	CDK5 inh	cardiac RTF act	dFosB activator	SR-BI DiI-HDL act	SR-BI DiI inh	Rtt109 Vps75
CN(CC(=O)Nc1c(Cl)cccc1Cl)C(=O)c1ccc2ccccc2n1	4	-7	2	25	-0.7	1	-10	-21	21	-10
CC(C)C(NC(=O)C12CC3CC(CC(C3)C1)C2)C(=O)N/N=C/C1=C(N2CCOCC2)C(=C\c2ccc([N+](=O)[O-])cc2)/CC1 (stereo not drawn)	-4	-7	1	5	0.0	2	-8	-99	99*	-5
CCc1nnc(NC(=O)C2CCN(c3ncnc4sc(C)c(C)c34)CC2)s1	1	-13	-3	7	-0.5	-3	-1	-2	2	-5
Cc1cccc(NC(=O)c2cc(-c3cc(C)c(C)cc3O)n[nH]2)c1	?	-8	-2	69	-0.7	2	-5	14	-14	-1
Cc1cccc(C(=O)OCc2cc3ccccc3[nH]c2=O)c1	-4	-6	-1	9	-0.8	-1	-3	-8	8	0
Cc1cc(C(=O)OCC(=O)Nc2c(Cl)cccc2C(F)(F)F)c(C)o1	3	-10	-2	-1	1.0	10	1	-31	31	0
C/C(CC(=O)Nc1ccc(Cl)cc1Cl)=N\NC(=O)C(=O)N1CCCC1	-1	-12	3	0	-1.8	0	-7	-6	6	7
CCOc1ccc(/C=C(\C(=O)O)c2ccc(S(=O)(=O)N3CCOCC3)s2)cc1OC	7	3	3	8	0.6	1	5	22	-22	1
CCOc1ccc(S(=O)(=O)NCCC(=O)N(CC)CC(=O)Nc2c(F)cccc2F)cc1	0	-8	5	3	2.5	-4	5	0	0	1
O=C(O)c1ccccc1Cc1ccc2c(c1)CCCC2	-7	-7	-1	-3	-1.0	-5	-4	?	-228	-17
COc1cc(OC)c(OC)cc1/C=C1\Oc2cc(OCC(=O)N3Cc4ccccc4C[C@H]3C(=O)O)ccc2C1=O	nt	-4	4	-13	0.3	32*	-37	-15	15	-18
CCN(Cc1ccccc1)C1CCN(Cc2ccccc2)CC1	nt	-12	-2	nt	-1.7	2	-7	-23	23	-4
CCOc1ccccc1OCCOc1ccccc1CC	-2	-4	0	-6	-0.1	-3	2	nt	nt	-6
CN(c1ccccc1)S(=O)(=O)c1cccc(NC(=O)CN2CCc3ccccc3C2)c1	-2	-10	0	-21	1.7	3	-13	14	-14	-2
COc1ccc(-c2cccc(C3CC=CC4C3C(=O)N(Cc3ccccc3)C4c3ccc(C(F)(F)F)cc3)c2)cc1 (stereo not drawn)	-8	-3	1	13	0.1	-5	-5	10	-10	8
Cc1ccc(S(=O)(=O)NC2CCCCCC2)cc1	-4	-4	0	-5	-1.2	4	-5	21	-21	15
CS(=O)(=O)Nc1ccc(C(=O)Nc2cccc([N+](=O)[O-])c2)cc1	-7	4	-2	-4	1.3	-1	7	-5	5	10
COc1ccc(S(=O)(=O)N(C)C[C@H]2Oc3c(NC(=O)CCC(F)(F)F)cccc3C(=O)N([C@H](C)CO)C[C@@H]2C)cc1	2	2	4	-6	-1.1	0	-11	11	-11	21
Cc1ccc(S(=O)(=O)N2CCOC2CNC(=O)C(=O)NCCc2ccccc2)cc1 (stereo not drawn)	-2	-6	-4	-2	0.9	4	-2	-9	9	-1
CCC(/C=C1\Sc2ccc(OC)cc2N1CCO)=C\c1sc2ccc(OC)cc2[n+]1CCO	-1	3	-2	-96	5.6	7	?	-30	30	114*
N/C(=N\OC(=O)c1ccccc1F)c1ccc([N+](=O)[O-])cc1	1	-11	-2	?	0.7	-3	10	9	-9	-2
CCn1c(CNC(=O)COC)nc2ccccc21	0	-12	2	nt	-7.1	5	1	2	-2	-4
COc1ccccc1NC(=O)CN1CCC(n2nnc3cc(F)ccc32)CC1	-3	-11	-7	16	-3.5	-5	-7	-33	33	7
COC(=O)CSc1nnc(-c2cccnc2)o1	-2	0	0	-4	nt	-1	5	17	-17	3
CCN(CC)c1ccc(C(=O)NNC(=O)CNC(=O)c2ccco2)cc1	1	-7	-5	9	-0.7	-3	-1	3	-3	-10
NC(=O)c1cc(NC(=O)CCCc2nc3ccccc3s2)cc(C(N)=O)c1	-1	2	7	2	0.7	10	0	7	-7	1
Cc1cccc(C)c1NC(=O)C(c1cccs1)N(Cc1ccco1)C(=O)Cn1nnc2ccccc21 (stereo not drawn)	nt	-11	-1	5	-0.4	-4	-1	15	-15	-9
Cc1ccccc1NC(=O)c1ccc(NS(=O)(=O)c2cc(C(C)(C)C)cc(C)c2C)cc1	-1	5	-9	5	0.9	4	4	-21	21	3
O=C(Nc1ccc(Br)cc1)c1ccc(Br)c(S(=O)(=O)Nc2cccnc2)c1	nt	-24	4	-11	-1.7	21	28*	-4	4	-3
Cc1cc(C(F)(F)F)nn1CC(=O)Nc1cccnc1	1	-6	-4	9	0.3	6	5	-9	9	4
COc1ccc(-n2nnc3c(=O)n(CC(=O)N4CCCc5ccccc54)cnc32)cc1	-5	-11	3	nt	1.4	-7	35*	-49	49	-6
CC(C)Oc1ccc(C(=O)NC2(C(F)(F)F)N=C3SCCN3C2=O)cc1 (stereo not drawn)	-1	-7	-1	-3	0.7	1	-7	15	-15	-3
O=C(Cc1ccccc1C(=O)O)Nc1cccc2ccccc12	1	7	-4	-5	0.7	-8	-9	nt	nt	10
COc1ccc2[nH]c3c(c2c1)CN(C)CC3	nt	-8	6	nt	-2.1	4	-1	-3	3	7
CCN(CC)CCCn1c(SCC(=O)NCC2CCCO2)nc2ccccc2c1=O (stereo not drawn)	2	-3	-2	-1	-3.9	-3	-6	0	0	-24
CN(C)Cc1ccc(F)cc1Sc1ccc(Cl)cc1Cl	nt	5	-1	5	1.5	-4	-6	-33	33	6
CCN(CC)c1ccc(S(=O)(=O)N2CCOCC2)cc1NC(=O)COC(=O)/C=C/c1ccccc1	-6	-13	3	-2	-3.8	4	-15	3	-3	-2
CC(C)CN(CC(C)C)C(=O)Nc1cccc([N+](=O)[O-])c1	-3	-10	-4	8	-3.0	1	-12	3	-3	-3
Cc1cc2nccc(-c3ccccn3)n2n1	15	0	-1	-7	-0.2	-3	5	23	-23	-5
COCCN(CC(=O)Nc1cccc(C)c1C)C(=O)c1oc2c(Cl)cccc2c1C	3	-14	-4	-15	1.5	1	-14	-28	28	-8
CCC1c2ccc(C)n2CCN1C(=O)Nc1ccccc1OC (stereo not drawn)	nt	7	-1	-7	-1.0	12	-4	-16	16	1
CCOC(=O)N1CCC(NC(=O)C2CCN(C(=O)N3CC(C)Oc4ccccc43)CC2)CC1 (stereo not drawn)	-2	3	4	7	-0.4	-6	0	1	-1	1
CC(=O)Nc1cccc2c1C(=O)N(c1cccc(OC(C)=O)c1)C2=O	1	-14	-2	-1	-1.3	11	-1	-9	9	-13
Cc1ccc(C)c(NS(=O)(=O)c2ccc(-c3coc(C)n3)cc2)c1	-1	14	-4	4	0.4	1	0	25	-25	9
COc1ccc(NC(=O)CC2SC(N3CCCCC3)=NC2=O)cc1OC (stereo not drawn)	4	-5	-4	-2	-0.3	0	-13	0	0	-10
CCOc1cc(/C=N/NC(=O)c2cccnc2)ccc1O	-1	7	1	-6	-1.5	2	0	13	-13	11
CCCc1ccc(OCc2ccc(C(=O)N3CCSCC3)o2)cc1	12	4	1	39	2.0	4	-7	2	-2	nt
CCCOc1ccc(N)cc1N	nt	-11	3	-41	0.1	32*	-7	13	-13	18
CC1(C)NC(=O)N(CCCC(=O)Nc2ccc(C(F)(F)F)cc2)C1=O	1	-14	4	2	1.5	1	-11	21	-21	0
COc1ccc(-n2nc(C(=O)NCC(=O)Nc3cc(OC)c(OC)c(OC)c3)c3ccccc3c2=O)cc1	1	2	1	7	-0.9	-2	11	nt	nt	-10
COc1cc(/C=C2\SC(=S)N(CCC(=O)N3CCCCC3)C2=O)cc(OC)c1OC	2	-2	4	-12	0.1	2	-9	-9	9	8
Cc1c(C(=O)NCC2CCCO2)oc2ccc(Br)cc12 (stereo not drawn)	-3	-5	4	64	0.5	-10	-14	-8	8	-8
Cc1cc(C(=O)Cn2nnc3ccccc3c2=O)c(C)n1-c1c(C)n(C)n(-c2ccccc2)c1=O	nt	-1	-10	-3	-3.4	3	-3	-3	3	0
CCOC(=O)CSc1nc2cc(C)ccc2cc1C#N	49*	-5	0	40	1.8	0	-13	-23	22	-5
COc1ccc(C(C)=O)cc1CSc1nnc2c(Cl)cc(Cl)cn12	4	-16	-5	-1	-2.2	6	-8	-8	8	0
N#CC1(NC(=O)COC(=O)c2ccccc2SCC(=O)N2CCCC2)CCCCC1	-1	-5	0	6	1.4	-4	-2	11	-11	-4
CCOC(=O)c1sc(NC(=O)c2cc(-c3cccc(O)c3)on2)c(C(=O)OCC)c1C	-3	-10	6	-1	0.9	-5	2	-8	8	-5
CC(C)(C)C(=O)Nc1ccc(C(=O)CSc2nnc(C3CC3)n2C2CC2)cc1	2	1	-3	13	1.3	-1	-1	-21	21	-4
O=c1c(CN2CCN(Cc3ccccc3)CC2)coc2ccc(Cl)cc12	-5	-8	1	1	2.9	-4	0	18	-18	2
CSc1nc(Cl)cc(N(CCO)CCO)n1	nt	-11	1	2	1.3	1	-8	-3	3	-3

The results go on.
SMILES	Wnt act	PvdQ acylase	HTR5A ag	MITF TRPM1 HTS	CDK5 inh	cardiac RTF act	dFosB activator	SR-BI DiI-HDL act	SR-BI DiI inh	Rtt109 Vps75
O=C(c1ccc([N+](=O)[O-])cc1)N1CCSC1c1cccc(Cl)c1 (stereo not drawn)	-1	13	0	8	3.1	2	3	-5	5	4
CCC1=C(OC(=O)N(CC)CC)N2C(=O)OC(=NCCc3c[nH]c4ccccc34)[C@]2(Cc2ccccc2)[C@H]2C1=CC[C@H]1C(=O)N(CC(=O)OC)C(=O)[C@H]12	-10	-8	-1	8	2.2	4	-9	23	-23	8
COC(=O)C1=C(O)CSC1=Nc1cccc(C(F)(F)F)c1	nt	6	14*	-2	-1.1	-2	-5	-1	1	0
CCOC(=O)c1c(C)n(-c2ccc(C)cc2)c2c(CC(C)=O)c(Br)c(OC)c(O)c12	-1	6	1	-21	0.2	3	5	-73	73*	-5
Cn1c(=O)cc(OCCCC(=O)NCCCN2CCN(Cc3ccccc3)CC2)c2ccccc21	nt	5	-1	nt	2.0	-1	-1	0	0	-1
CCn1c(CSCc2ccc(Cl)cc2)n[nH]c1=S	-2	4	-2	-9	2.0	0	-1	-18	18	11
COC(=O)c1ccccc1NC(=O)CSc1nnc(-c2cccc(NC(C)=O)c2)n1C	nt	-9	-6	-4	-0.3	-1	-8	-4	4	-3
